# Screening data from PubChem.
# USP30 block: inhibitors of human USP30 deubiquitinase; actives 5.3% (n = 47,000); Ubiquitin carboxyl-terminal hydrolase 30 (Homo sapiens), Q70CQ3; inhibition, % at 25 µM; purified USP30, Ub-rhodamine cleavage fluorescence
# USP8 block: inhibitors of human USP8 deubiquitinase; purified USP8, Ub-rhodamine cleavage fluorescence, 30 min; inhibition, % at 20 µM; actives 4.2% (n = 47,000)
# USP28 block: inhibitors of human USP28 deubiquitinase; purified USP28, Ub-rhodamine cleavage fluorescence, 30 min; Ubiquitin carboxyl-terminal hydrolase 28 (Homo sapiens), Q96RU2; inhibition, % at 25 µM; actives 3% (n = 47,000)
# Target sequence (Q96RU2 whole entry, looked up): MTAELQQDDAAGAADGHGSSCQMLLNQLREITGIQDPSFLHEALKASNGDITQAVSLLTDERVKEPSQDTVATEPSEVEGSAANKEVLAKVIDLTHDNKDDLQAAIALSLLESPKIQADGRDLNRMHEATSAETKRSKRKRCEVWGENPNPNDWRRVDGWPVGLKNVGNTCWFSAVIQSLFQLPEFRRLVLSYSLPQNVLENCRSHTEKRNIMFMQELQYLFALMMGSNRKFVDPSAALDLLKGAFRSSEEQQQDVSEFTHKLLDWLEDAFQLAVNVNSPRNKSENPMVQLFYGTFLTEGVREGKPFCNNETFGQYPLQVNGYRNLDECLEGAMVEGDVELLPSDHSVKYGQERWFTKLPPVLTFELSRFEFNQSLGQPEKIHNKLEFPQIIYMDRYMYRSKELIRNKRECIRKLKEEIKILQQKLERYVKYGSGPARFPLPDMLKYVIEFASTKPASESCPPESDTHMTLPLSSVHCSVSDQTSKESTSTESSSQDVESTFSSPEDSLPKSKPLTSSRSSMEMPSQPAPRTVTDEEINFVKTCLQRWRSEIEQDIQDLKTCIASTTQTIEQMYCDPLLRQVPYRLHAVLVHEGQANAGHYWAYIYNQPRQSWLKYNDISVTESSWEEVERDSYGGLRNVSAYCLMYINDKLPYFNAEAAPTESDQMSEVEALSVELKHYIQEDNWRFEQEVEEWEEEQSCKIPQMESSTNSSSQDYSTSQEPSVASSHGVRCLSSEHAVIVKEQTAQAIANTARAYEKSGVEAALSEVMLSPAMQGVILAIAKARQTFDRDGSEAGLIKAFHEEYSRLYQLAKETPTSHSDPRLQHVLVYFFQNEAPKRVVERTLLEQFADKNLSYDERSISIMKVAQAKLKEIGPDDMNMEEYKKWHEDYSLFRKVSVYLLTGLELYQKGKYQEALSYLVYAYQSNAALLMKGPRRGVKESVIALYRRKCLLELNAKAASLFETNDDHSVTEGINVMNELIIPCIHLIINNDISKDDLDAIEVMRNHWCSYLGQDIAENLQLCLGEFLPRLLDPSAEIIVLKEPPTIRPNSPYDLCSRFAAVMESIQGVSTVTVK
# USP7 block: inhibitors of human USP7 deubiquitinase | Ubiquitin carboxyl-terminal hydrolase 7 (Homo sapiens), Q93009 | purified USP7, Ub-rhodamine cleavage fluorescence | inhibition, % at 20 µM | actives 0.3% (n = 47,000) | AID 1645854, 2021
# USP17 inh: inhibitors of human USP17 deubiquitinase; purified USP17, Ub-rhodamine cleavage fluorescence, 3 h; actives 6.5% (n = 47,000); inhibition, % at 50 µM; Ubiquitin carboxyl-terminal hydrolase 17-like protein 5 (Homo sapiens), A8MUK1
# USP10 inh: inhibitors of human USP10 deubiquitinase; Ubiquitin carboxyl-terminal hydrolase 10 (Homo sapiens), Q14694; purified USP10, Ub-rhodamine fluorescence, 60 min; inhibition, % at 20 µM; actives 1.1% (n = 47,000); AID 1645856, 2021
# UCHL1 inh: inhibitors of human UCHL1 deubiquitinase; purified UCHL1, Ub-rhodamine cleavage fluorescence; actives 0.2% (n = 47,000); Ubiquitin carboxyl-terminal hydrolase isozyme L1 (Homo sapiens), P09936; inhibition, % at 20 µM
# OTUD3 inh: inhibitors of human OTUD3 deubiquitinase | OTU domain-containing protein 3 (Homo sapiens), Q5T2D3 | inhibition, % at 25 µM | actives 0.7% (n = 47,000) | purified OTUD3, Ub-rhodamine fluorescence, 2 h
# Starred values were filed as active, the others as inactive; i = inactive; . = no result given. No stated cut-off is given here; in the data, active means inhibition above about 30%; inactive means the rest. Hits appear at their usual frequency; any-hit rate near 13%.
USP30 block	USP8 block	USP28 block	USP7 block	USP17 inh	USP10 inh	UCHL1 inh	OTUD3 inh	Structure
-6	2	-8	2	2	4	-1	-3	CCCSc1nc(SCC(=O)NCc2ccccc2)c2c3c(sc2n1)COC(C)(CC)C3 (stereo not given)
5	-6	13	3	3	-2	-1	5	CCOC(=O)C1CCN(C(=O)c2ccc(C)c(S(=O)(=O)N3CCCCC3)c2)CC1
-120	-7	-38	-6	-36	-4	-5	-25	COc1ccc(C(=O)NCC(c2ccc3c(c2)CCCN3C)N2CCCCC2)cc1 (stereo not given)
28	5	8	11	88*	11	5	23	CCOC(=O)N1CCN(S(=O)(=O)c2ccc(C(=O)Nc3ccc(Br)cc3)cc2)CC1
-28	-5	-3	1	-2	0	0	1	COc1ccc(C(=O)N2CCC(Cc3nc(-c4ccc(F)cc4)no3)CC2)cn1
-107	-169	-31	-11	-50	-3	-11	-25	CC(=O)N1Cc2ccccc2CC2(CCCN2Cc2ccncc2)C1 (stereo not given)
2	0	8	3	2	-3	2	13	CC(C)NC(=O)N1CCC2(COCc3cnc(NCc4ccco4)nc32)C1 (stereo not given)
1	-11	-1	2	-7	2	-2	1	CSc1nc(SCC(=O)Nc2cccc3ccccc23)c2c3c(sc2n1)COC(C)(C)C3
6	3	11	1	8	2	2	10	CCOC(=O)CC(=O)Nc1cc(Cl)ccc1O
-25	-43	-2	1	14	-2	2	0	O=S(=O)(c1cccc2nonc12)N1CCC(n2cccc2)CC1
1	-3	6	2	6	-2	3	7	O=C(CN1CCN(C(=O)Cn2ccc3ccc(F)cc32)CC1)N1CCCCCC1
23	14	9	1	6	-4	2	13	CC(C)(C)c1cc2n(n1)CCN(S(=O)(=O)c1cc(F)cc(F)c1)C2
19	-85	6	14	-3	16	6	1	Cc1ccc(S(=O)(=O)N(CC(O)Cn2c3ccccc3c3ccccc32)c2ccc(F)cc2)cc1 (stereo not given)
-10	2	-10	-1	-13	-1	-1	-3	O=C(NCCCN1CCOCC1)c1ccc(CS(=O)c2ccccc2)o1 (stereo not given)
-1	-1	-7	-2	-3	-2	-1	-4	COCCNC(=O)CN(Cc1ccc2c(c1)OCO2)C(=O)CCC(=O)Nc1ccccn1
-3	23	12	-26	37*	-8	-9	3	CCN1CCc2nc(NC(=O)COc3c(Cl)cccc3Cl)sc2C1
0	-4	-8	3	-4	3	2	-6	Cc1cc(NC2CCCCC2)n2ncc(-c3ccc(Cl)cc3)c2n1
11	27	20	14	16	7	6	23	CC(=O)c1cccc(S(=O)(=O)N(Cc2ccccc2)Cc2ccccc2)c1
46*	2	22	6	41*	5	3	12	CCc1ccc(NC(=O)C2Nc3ccccc3S(=O)(=O)N2)cc1 (stereo not given)
-2	-3	-2	0	0	0	-1	0	CCn1c(=O)c2nscc2n(CC(=O)Nc2cccc(C)c2)c1=O
20	-9	14	3	-4	1	-1	6	CC(C)N1C(=O)C2(CCN(C(=O)CSc3ccncc3)CC2)c2ccccc21
11	14	11	6	13	0	2	14	CC(=O)Nc1ccc([C@@H]2CN(Cc3ccc(F)cc3)C[C@]23CCCC(=O)N3)cc1
7	-4	7	12	0	9	7	-3	c1ccc(CSc2nc(NC3CCCCC3)c3sccc3n2)cc1
-22	0	8	-14	7	-2	1	-9	Cc1ccc(F)cc1NCc1cc(=O)n2ccsc2n1
33*	13	9	-21	16	3	8	16	COc1ccc2occ(-c3ccc4c(c3)OCCO4)c(=O)c2c1
-1	5	1	11	12	17	1	3	Cc1ccc(Cl)cc1NC(=O)Cn1c(=O)n(CCc2ccccc2)c(=O)c2cccnc21
0	-1	-4	-55	-2	1	2	0	COc1ccc(CC(=O)NC2CC3(CCOCC3)Oc3ccccc32)cc1 (stereo not given)
5	2	0	4	0	3	1	8	COCCN1C[C@H]2C[C@H](C(=O)Nc3ccc4c(c3)OCO4)[C@@H](C1)O2
38*	1	12	4	0	3	0	8	COc1c(C)c2c(c(O)c1C/C=C(\C)C(O)CC(=O)O)C(=O)OC2 (stereo not given)
-2	11	3	-2	-1	-2	0	8	COc1ccc(-n2ncc3c2CCCN(C(=O)C2CCCC2)C3)cc1

# A second format for part of the listing above:
Molecule | USP30 block | USP8 block | USP28 block | USP7 block | USP17 inh | USP10 inh | UCHL1 inh | OTUD3 inh
CCc1ccc(NC(=O)C2Nc3ccccc3S(=O)(=O)N2)cc1 (stereo not given) | 46* | 2 | 22 | 6 | 41* | 5 | 3 | 12
CCn1c(=O)c2nscc2n(CC(=O)Nc2cccc(C)c2)c1=O | -2 | -3 | -2 | 0 | 0 | 0 | -1 | 0

# Compound profiles (already shown). Order of values: USP30 block	USP8 block	USP28 block	USP7 block	USP17 inh	USP10 inh	UCHL1 inh	OTUD3 inh
# CC(=O)N1Cc2ccccc2CC2(CCCN2Cc2ccncc2)C1 (stereo not given) is listed with -107	-169	-31	-11	-50	-3	-11	-25
# COc1ccc2occ(-c3ccc4c(c3)OCCO4)c(=O)c2c1 is listed with 33*	13	9	-21	16	3	8	16
# CC(C)(C)c1cc2n(n1)CCN(S(=O)(=O)c1cc(F)cc(F)c1)C2 is listed with 23	14	9	1	6	-4	2	13
# CCn1c(=O)c2nscc2n(CC(=O)Nc2cccc(C)c2)c1=O is listed with -2	-3	-2	0	0	0	-1	0
# COc1ccc(C(=O)NCC(c2ccc3c(c2)CCCN3C)N2CCCCC2)cc1 (stereo not given) is listed with -120	-7	-38	-6	-36	-4	-5	-25

# Further entries
USP30 block	USP8 block	USP28 block	USP7 block	USP17 inh	USP10 inh	UCHL1 inh	OTUD3 inh	Structure
5	80*	11	-3	42*	0	2	9	COc1ccc(C(=O)O)cc1S(=O)(=O)N1CCCc2ccccc21
i	-170	-176	-82	-94	-8	-50	-113	COc1ccc(NC(=O)C2CCCN(c3cnc4nccnc4c3)C2)cc1F (stereo not given)
.	-4	.	0	54*	-1	-1	2	CCCCNc1ncnc2c1sc1nc(CCC)c3c(c12)CCC3
19	6	17	8	-7	-5	6	-4	CCCn1cc(CN2CCC(C(=O)Nc3ccc(-c4cccc(C)c4)cc3)CC2)c(C)n1
7	0	3	0	5	1	-2	4	Cc1c(C(=O)Nc2cccc(Cl)c2)nnn1-c1cccc(F)c1
-2	7	-5	-3	4	0	-1	0	Cc1cccc(N2CCN(CC(=O)N3CCc4ccccc43)CC2)c1C
-4	0	2	-2	35*	3	-1	0	O=C(Nc1cccc(C(F)(F)F)c1)c1ccc2c(c1)SC1=NS(=O)(=O)CCN12
-29	-5	-25	-4	-24	-4	-1	-8	COc1ccc(C(=O)Nc2cc(-c3nc4cccnc4s3)ccc2C)c(OC)c1
-5	-15	-5	0	-2	4	0	0	COc1ccc(CNC(=O)CSc2nnc(C)s2)cc1
1	-17	-2	-6	4	-1	-4	-16	O=c1[nH]c(=O)c2c(-c3cccc4ccccc34)ccnc2[nH]1
-20	-12	-16	0	-9	0	0	-11	CC(C)N1CC(c2ncn[nH]2)c2cc(C(=O)NCC3CC3)ccc21 (stereo not given)
9	-45	-7	0	-14	-1	-1	-3	CC(C)CC(=O)N1C[C@H]2C[C@H]3[C@](C1)(CN(Cc1cccnc1)S3(=O)=O)O2
20	7	1	3	3	0	2	8	CCOC(=O)N1CCN(C(c2cccs2)c2sc3nc(C)nn3c2O)CC1 (stereo not given)
17	6	10	5	10	-1	1	7	COc1ccc(-c2cnc(N)nc2C2CCCNC2)cc1 (stereo not given)
29	14	16	-1	42*	-3	3	20	CN(C)C(=O)CNC(=O)c1ccc2onc(-c3coc(-c4ccccc4)n3)c2c1
-20	-28	-3	-3	-17	-7	-3	-7	COc1ccc(C(=O)Nc2nccnc2C(=O)N2CCN(c3ccccc3F)CC2)cc1
41*	21	40*	4	61*	13	-2	-16	Cc1cccc(NC(=O)Nc2ccc(C)n(CC(=O)Nc3ccccc3)c2=O)c1
6	15	11	-3	3	5	6	7	O=C(CCc1nc(-c2ccc(F)cc2)no1)N1CCCC(c2nc3ccccc3s2)C1 (stereo not given)
1	-1	-1	-2	-7	-1	-2	0	O=C(Nc1ccc2c(c1)OCO2)N1CCCCCC1c1cccs1 (stereo not given)
36*	8	17	-119	24	1	2	13	CC(C)CCN1C(=O)C2C(C(=O)Nc3ccc(F)cc3)C3(C)C=CC2(O3)C1C(=O)NC1CCCCC1 (stereo not given)
18	-15	2	-38	7	9	4	8	Cc1ccc(S(=O)(=O)N(CC(=O)NCc2ccco2)c2ccc(Cl)cc2C)cc1
-20	-1	-14	-5	-7	-4	-3	-10	Cc1c(CN2CCOC(C)(C(=O)N(C)C)C2)[nH]c2ccc(F)cc12 (stereo not given)
-3	0	0	4	52*	2	-1	-3	Cc1ccc2c(c1)[C@]1(C(=O)N2)[C@@H](C(=O)c2ccccc2)[C@]2(C(=O)Nc3ccccc32)[C@@H]2CCCN21
-27	-13	-15	-115	-9	-2	-1	-11	COc1cccc(C(=O)N2CCc3nc(-c4ccc(F)cc4)ncc3C2)c1
14	-7	2	-2	-6	2	-2	-5	COC(=O)CCNC(=O)C1c2ccccc2C(=O)N(c2ccccc2)C12CCCCC2 (stereo not given)
18	-11	4	2	-11	-3	2	7	NS(=O)(=O)c1ccc(NC(=O)CNCCc2ccc(F)cc2)cc1
27	35*	24	9	7	28	6	0	O=c1[nH]c(C2CCN(S(=O)(=O)c3ccc(S(=O)(=O)N4CCOCC4)cc3)CC2)nc2c1nnn2Cc1cccc(Cl)c1
-244	-283	-61	-18	-85	-4	-16	-49	O=C(c1cc(-c2ccc(F)cc2)n[nH]1)N1CCN(C2CCCCC2)CC1
5	4	-1	-19	0	3	0	2	CC1CN(C(=O)NC2CCCCC2)Cc2ccccc2N1C (stereo not given)
-8	-1	-5	4	-62	1	1	13	CCc1c(C)[nH]n(-c2nc3ccccc3[nH]2)c1=O

# A different layout for some results above:
CC(C)NC(=O)N1CCC2(COCc3cnc(NCc4ccco4)nc32)C1 (stereo not given)
  USP30 block: 2
  USP8 block: 0
  USP28 block: 8
  USP7 block: 3
  USP17 inh: 2
  USP10 inh: -3
  UCHL1 inh: 2
  OTUD3 inh: 13
CSc1nc(SCC(=O)Nc2cccc3ccccc23)c2c3c(sc2n1)COC(C)(C)C3
  USP30 block: 1
  USP8 block: -11
  USP28 block: -1
  USP7 block: 2
  USP17 inh: -7
  USP10 inh: 2
  UCHL1 inh: -2
  OTUD3 inh: 1

# The results go on.
USP30 block	USP8 block	USP28 block	USP7 block	USP17 inh	USP10 inh	UCHL1 inh	OTUD3 inh	Structure
4	5	-5	-2	0	-1	-2	-4	CCc1nc(-c2cccc(S(=O)(=O)N3CCC(C(=O)NCC4CCCO4)CC3)c2)no1 (stereo not given)
-10	4	-3	-4	3	-1	1	-2	COCCNC(=O)C1CCCN1C(=O)c1cccc(NC(=O)c2cccc(F)c2)c1 (stereo not given)
-1	4	-8	0	-9	4	0	-5	O=C(C1CCCC1)N1CCN(c2cnn3c(C4CC4)nnc3c2)CC1
8	1	-2	1	8	0	0	-1	CC(C)(C)c1n[nH]c(C2CN(C(=O)CCn3ccnc3)CCO2)n1 (stereo not given)
30	12	17	-3	10	7	0	7	CCCc1cc(=O)oc2cc(OC(=O)C3CCN(C(=O)c4ccc(Cl)cc4)CC3)ccc12
4	17	1	0	6	-1	2	6	Cn1cnc(S(=O)(=O)N2CCC(C3CCCCN(CCc4ccccc4)C3=O)CC2)c1 (stereo not given)
-1	-187	-2	-16	-16	-3	6	4	O=C(NC1CCCCC1)N1Cc2[nH]cnc2C[C@H]1c1nc(-c2ccc(F)cc2)no1
2	15	-5	-8	-2	5	-2	-8	O=C1c2ccccc2-c2nnc(-c3ccc(Oc4ccccc4)cc3)cc21
25	18	7	13	15	5	4	6	CCC(Oc1ccccc1)C(=O)Nc1cc(S(=O)(=O)N2CCCCC2)ccc1Oc1ccccc1 (stereo not given)
35*	41*	7	2	19	6	-3	12	Cc1c(CC(=O)N2CCN(c3ccc(Cl)cc3)CC2)c(=O)oc2cc(O)c(Cl)cc12
0	-6	-6	-3	-11	1	1	-6	Cc1cc(C(=O)N2CCCCC2c2nncn2CC2CC2)nn1C (stereo not given)
91*	2	85*	2	2	15	0	32*	CCc1c(Cl)c(O)c(Cl)c(O)c1C(=O)O[C@H]1C(C)O[C@@H](OC/C2=C\C=C\CC(O)/C(C)=C/C(CC)C(O[C@@H]3OC(C)(C)[C@H](O)C(OC(=O)C(C)C)[C@@H]3O)/C(C)=C/C(C)=C/CC(C(C)O)OC2=O)[C@@H](OC)C1O (stereo not given in full)
12	0	-4	2	1	-5	0	0	O=C(c1cccc(F)c1)N1C[C@@H]2OCC(=O)N(C3CCOCC3)[C@H]2C1
-58	-12	-28	-10	33*	-6	-8	-16	COc1ccc2c(c1)CCc1c-2n[nH]c1-c1nc(-c2ccccn2)no1
28	18	15	1	5	0	0	8	COc1ccccc1N(C(=O)c1ccco1)C(C(=O)NC1CCCC1)c1cccnc1 (stereo not given)
7	-24	2	3	-3	0	0	5	O=C(Nc1ccc(N2CCCC2=O)cc1)c1cncn1-c1ccccc1
